TLR9-MyD88 inh: inhibitors of TLR9-MyD88 association in cells, primary screen, cell-based, CHO, BLA complementation, fluorescence; Toll-like receptor 9 (Homo sapiens) + Myeloid differentiation primary response protein …; CCF4 FRET ratio; inhibition, % at 4.98 µM; 340,000 compounds, 0.21% hits; AID 504734, 2011;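 active = inhibition above the mean over all tested compounds plus 3 SD, cut at about 21% in these data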;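 note: 0% = DMSO only wells and 100% = clavulanate BLA inhibitor control wells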
SRC2 inh: inhibition of GAL4-SRC2 driven luciferase reporter, primary screen, SRC2 inhibitor project, cell-based, luminescence; Nuclear receptor coactivator 2 (Homo sapiens), Q15596; HEK293 GAL4-SRC2 luciferase reporter; inhibition, % at 9 µM; 370,000 compounds, 0.17% hits; AID 651957, 2012;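 active = inhibition above the mean inhibition of all tested compounds plus 3 SD, set per campaign, cut at about 52% in these data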;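 note: 0% = DMSO treated cells and 100% = cells given Gossypol at 36 µM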
NOD2-RIPK2 inh: NOD2-RIPK2 binding disruptors in cells, primary screen, fluorescence, CHO cells, BLA complementation. CCF4 ratio. inhibition, % at 4.98 µM. 360,000 compounds, 0.38% hits. AID 624267, 2012; in the data active = inhibition above about 21%;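 note: 0% = vehicle only and 100% = reference blocker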
Vif inh: HIV Vif self-association inhibitors, primary screen, imaging, HEK293T, single point; HEK293T cells, Vif self-association by quenched fluorescence, 24 h; inhibition, % at 7.49 µM; 340,000 compounds, 0.35% hits; in the data active = inhibition above about 50%, passing the limit was not always enough; inconclusive = no clear call, values can overlap the other calls; inactive = below about 31%; note: some results filed as inactive read as strong as hits
NR2F2 inh: NR2F2 transcriptional activity inhibitors, primary screen, cell-based, luciferase reporter, HEK293T, luminescence. AID 686940, 2013. 370,000 compounds, 0.7% hits. HEK293T NGFI-A luciferase reporter. COUP transcription factor 2 (Homo sapiens), P24468. inhibition, % at 8.6 µM;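 active = inhibition above a per-plate cutoff, mean inhibition of test wells between control levels plus 3 SD, cut at about 38% in these data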;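 note: cells cotransfected with COUP-TFII expression vector driving the NGFI-A reporter; 0% = median of COUP-TF2 test wells and 100% = reporter-only cells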
SRC3 inh: SRC3 coactivator transcriptional activity inhibitors, primary screen, cell-based, luminescence | AID 588352, 2011 | inhibition, % at 3.6 µM | HEK293 GAL4-SRC3 luciferase reporter | 360,000 compounds, 0.17% hits | Nuclear receptor coactivator 3 (Homo sapiens), Q9Y6Q9;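 active = inhibition above a per-campaign cutoff, the mean of all compounds plus 3 SD, cut at about 60% in these data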;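 note: 0% = DMSO-treated cells and 100% = gossypol-treated cells at 36 µM; higher means less SRC3-driven luciferase light from the GAL4 reporter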
Target sequence (Q9Y6Q9 whole entry, looked up, the tested form may be a part): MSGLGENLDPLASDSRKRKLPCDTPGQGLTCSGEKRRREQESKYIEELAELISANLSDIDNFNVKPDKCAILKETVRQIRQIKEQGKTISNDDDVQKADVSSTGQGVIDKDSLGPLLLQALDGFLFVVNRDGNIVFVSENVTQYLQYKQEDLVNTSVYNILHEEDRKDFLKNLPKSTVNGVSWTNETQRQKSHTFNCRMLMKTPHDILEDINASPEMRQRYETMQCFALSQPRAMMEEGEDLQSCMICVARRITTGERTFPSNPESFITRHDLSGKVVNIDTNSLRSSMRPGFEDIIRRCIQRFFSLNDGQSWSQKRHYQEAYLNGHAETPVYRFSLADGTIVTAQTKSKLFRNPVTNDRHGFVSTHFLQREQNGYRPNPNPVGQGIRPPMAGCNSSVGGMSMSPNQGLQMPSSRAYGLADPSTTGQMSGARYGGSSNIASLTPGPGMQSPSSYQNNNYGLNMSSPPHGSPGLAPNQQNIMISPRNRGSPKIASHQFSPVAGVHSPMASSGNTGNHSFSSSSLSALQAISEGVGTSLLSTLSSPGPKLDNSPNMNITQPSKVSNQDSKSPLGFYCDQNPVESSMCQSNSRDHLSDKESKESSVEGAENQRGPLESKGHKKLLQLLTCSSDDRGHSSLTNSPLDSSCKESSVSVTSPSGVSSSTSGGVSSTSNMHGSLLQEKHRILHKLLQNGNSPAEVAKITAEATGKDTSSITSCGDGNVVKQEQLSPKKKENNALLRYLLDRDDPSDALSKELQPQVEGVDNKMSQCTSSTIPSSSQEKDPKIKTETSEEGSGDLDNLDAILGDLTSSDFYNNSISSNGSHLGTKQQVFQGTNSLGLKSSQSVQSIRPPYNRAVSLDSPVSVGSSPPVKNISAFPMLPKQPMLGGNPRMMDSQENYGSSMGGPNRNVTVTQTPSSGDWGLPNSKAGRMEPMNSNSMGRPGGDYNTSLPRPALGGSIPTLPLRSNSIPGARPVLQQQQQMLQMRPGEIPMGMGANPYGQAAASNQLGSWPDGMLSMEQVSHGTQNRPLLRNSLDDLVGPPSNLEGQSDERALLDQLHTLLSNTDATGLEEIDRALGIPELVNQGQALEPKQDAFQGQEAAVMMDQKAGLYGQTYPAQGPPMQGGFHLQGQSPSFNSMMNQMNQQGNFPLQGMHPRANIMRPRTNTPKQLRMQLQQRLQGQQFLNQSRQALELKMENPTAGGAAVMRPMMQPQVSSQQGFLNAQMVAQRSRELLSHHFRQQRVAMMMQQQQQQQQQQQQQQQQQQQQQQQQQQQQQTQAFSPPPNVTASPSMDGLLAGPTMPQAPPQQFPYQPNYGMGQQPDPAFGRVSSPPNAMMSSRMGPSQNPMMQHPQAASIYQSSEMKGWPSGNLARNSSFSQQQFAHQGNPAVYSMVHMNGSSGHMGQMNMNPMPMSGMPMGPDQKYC
TROY signal inh: inhibitors of TROY-driven NF-kB signaling, primary screen, Q293 LMP1-TROYcd cells, NF-kB luciferase, uHTS | Q293 LMP1-TROYcd NF-kB luciferase reporter, 4 h | inhibition, % at 10 µM | 360,000 compounds, 0.98% hits | AID 1347056, 2019;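 active = compounds whose plate-normalised and pattern-corrected inhibition of the luciferase reporter signal at the single screening dose is 50% or more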
EBV LMP1 NFkB: EBV LMP1-driven NF-kappaB luciferase reporter inhibitors, primary screen, cell-based, luminescence, single point; LMP1-induced NF-kappaB luciferase reporter cells; AID 504558, 2011; inhibition, % at 12.5 µM; 350,000 compounds, 0.69% hits; in the data active = inhibition above about 41%; inconclusive = no clear call, values can overlap the other calls;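 note: 0% = neutral control wells and 100% = reference inhibitor control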
LRH-1 inv ag: LRH-1 (NR5A2) inverse agonists, primary screen, cell-based, luminescence, HEK293T, StAR-luciferase reporter | Nuclear receptor subfamily 5 group A member 2 (Homo sapiens), O00482 | LRH-1 transfected, 24 h | inhibition, % at 3.6 µM | 360,000 compounds, 0.13% hits;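 active = inhibition above the mean inhibition of all tested compounds plus 3 SD, cut at about 73% in these data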;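 note: 0% = DMSO wells and 100% = reporter-only cells lacking LRH-1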
SRC1 inh: SRC1 coactivator transcriptional activity inhibitors, primary screen, cell-based, luminescence; AID 588354, 2011; HEK293 GAL4-SRC1 luciferase reporter; Nuclear receptor coactivator 1 (Homo sapiens), Q15788; 360,000 compounds, 0.12% hits; inhibition, % at 3.6 µM;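 active = inhibition above the campaign mean plus 3 SD, with each screening campaign given its own cutoff, cut at about 60% in these data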;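 note: 0% = DMSO treated cells and 100% = gossypol at 36 µM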
C8 TRAIL sens: viability loss with TRAIL in NB7+C8 cells, primary screen, TRAIL sensitizer project, cell-based, ATPlite luminescence; 360,000 compounds, 1% hits; inhibition (viability loss, TRAIL sensitization), % at 10 µM;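 active = compounds causing at least 50% loss of cell viability in the single-dose screen, relative to plate controls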
* = called active by the depositor; u = inconclusive; x = not tested or not shown. Not all compounds are listed; rates above refer to the full screens.

SMILES	TLR9-MyD88 inh	SRC2 inh	NOD2-RIPK2 inh	Vif inh	NR2F2 inh	SRC3 inh	TROY signal inh	EBV LMP1 NFkB	LRH-1 inv ag	SRC1 inh	C8 TRAIL sens
O=C1/C(=C/c2cccs2)NC(=S)N1C1CC1	10	2	9	-13	-9	15	-20	2	12	4	7
COc1ccc(Cl)cc1NC(=O)CSc1nnc(CNC(=O)c2cccs2)o1	0	-5	-6	-6	-16	15	-10	0	10	14	-10
CCCNC(=O)c1ccc(COc2ccc(CCC)cc2OC)o1	3	-44	-2	-2	8	-11	-7	-10	21	-5	-2
C/C=C/C(=O)Nc1cccc(C2=NOC3(C2)C[C@@H](C(N)=O)N(C(=O)C(c2ccccc2)c2ccccc2)C3)c1 (stereo partly drawn)	2	1	-5	-12	-12	-13	-2	2	17	-6	14
N#Cc1ccc(COC(=O)c2cnc3ccccc3n2)cc1	-2	-15	-13	29	6	-28	-2	4	4	-32	-1
O=C(O)Cc1csc(NC(=O)c2ccco2)n1	4	12	-7	6	6	13	-4	-1	16	-19	4
O=Cc1cccc(OC(=O)Nc2ccccc2)c1	x	-8	-8	1	-11	1	-32	x	-30	-30	-11
COc1ccc(NC(=O)CCCNC(=O)c2ccc(Cl)cc2)cc1OC	-5	5	5	-4	4	7	8	1	15	19	-9
COc1ccc(N2CCN(CC(=O)N3N=CCC3c3ccccc3)CC2)cc1 (stereo not drawn)	-12	22	-1	3	-13	2	6	-2	-14	0	-5
COc1ccc(CC(=O)Oc2ccc(Cl)cc2Br)cc1S(=O)(=O)N1CCOCC1	0	-2	-11	1	-6	-25	4	12	3	1	-7
O=C(Nc1ccccc1C(=O)N1CCOCC1)C1CC(=O)N(C2CCCC2)C1 (stereo not drawn)	1	-5	-1	-7	2	17	-16	3	3	-2	0
C/C(=N\NC(=O)C1(C)CC1(Br)Br)c1ccc([N+](=O)[O-])cc1 (stereo not drawn)	10	22	-6	7	-6	19	11	-1	-3	-5	-3
CCOc1cc(-c2nn3cnnc3s2)cc(OCC)c1OCC	-6	-29	-3	-1	4	12	-2	-7	14	0	-14
COc1ccc2ccc(O)c(CN3CCN(S(=O)(=O)c4cccc(C(F)(F)F)c4)CC3)c2c1	9	34	9	0	-11	5	-7	6	9	-28	5
COc1ccc(C(=O)Nc2cccc(C)c2)cc1	-6	-29	-2	1	-30	-83	-48	-5	-177	-83	48
O=[N+]([O-])c1cccc(CN2C[C@@]34C=C[C@@H](C[C@@H]3S2(=O)=O)O4)c1	3	-6	-11	x	10	9	2	-3	-10	-7	-7
CN(CC#CC1(O)c2ccccc2-c2ccccc21)Cc1ccccc1	-1	8	-6	2	14	2	5	-2	12	0	3
Cc1ccc(S(=O)(=O)N2CCC(C(=O)Nc3ccc4c(c3)OCO4)CC2)cc1	-10	-1	-9	-14	20	6	-17	-2	-12	9	45
C/C(=N\NC(=S)Nc1c(C)cccc1C)c1ccc(O)cc1	-6	-5	-9	16	-21	16	3	2	0	-14	-15
Cc1onc(-c2ccccc2Cl)c1C(=O)Nc1ccc(-c2cn3cccnc3n2)cc1	-2	x	-2	4	x	22	0	-1	-9	10	30
Cc1cccc(Nc2cc(=O)[nH]c(=O)[nH]2)c1	8	4	5	12	-7	-1	5	2	4	-2	-8
COc1ccc(C2(CNC(=O)c3cccc([N+](=O)[O-])c3)CCOCC2)cc1OC	2	-11	2	x	2	10	-15	-10	-3	-10	0
Cc1ccc2cc(CNC(C)C)c(=O)[nH]c2c1	3	-1	-4	-4	-10	-3	-11	-1	21	-8	8
COCCN(C(=O)COC(=O)CCc1nc2ccccc2s1)c1c(N)n(Cc2ccccc2)c(=O)[nH]c1=O	1	-44	7	18	11	-21	-6	-4	-23	-15	-19
O=C(NN1CCOCC1)c1cc(-c2ccccc2)nc2ccccc12	8	22	3	u	-1	24	0	5	8	8	9
O=C(C1CC1)N1CCc2cc(S(=O)(=O)N3CCN(c4ccccc4)CC3)ccc21	-7	-21	8	-5	25	-12	9	0	-8	-7	1
O=C(CSc1nncc2ccccc12)Nc1cccc(C(=O)O)c1	-2	12	-4	-5	10	-22	-25	9	-18	-24	-10
COc1cccc(CNC(=O)Cc2ccc(-n3c(=O)[nH]c4ccccc4c3=O)cc2)c1	-11	-37	-3	-5	12	9	12	-1	16	-12	1
O=C(COc1ccccc1)N1CCN(S(=O)(=O)c2cccc([N+](=O)[O-])c2)CC1	-8	13	-7	10	8	5	4	0	-19	-5	2
COc1cc(C(=S)N(C)C)ccc1O	-2	-6	-5	2	8	16	-16	-2	1	-5	-9
CC(C)(C)n1nnnc1C(c1ccccc1)N1CCN(c2ccccc2)CC1 (stereo not drawn)	x	-4	2	x	1	x	-5	x	22	x	-2
COCC(=O)n1nc(-c2ccccc2)nc1NCc1ccc(F)cc1	-12	-25	1	-1	-38	-13	-24	-1	-18	-33	6
S=C(NCc1ccco1)Nc1cc(-c2ccccc2)[nH]n1	-1	-19	4	-4	-4	-24	-4	-1	-39	-9	-1
O=C(Nc1ccccc1SCC1CSc2nc3ccccc3c(=O)n21)c1ccccc1Cl (stereo not drawn)	3	23	-3	-4	7	27	45	2	9	-2	4
O=S(=O)(c1cccc(C(F)(F)F)c1)N1CCN(C(=S)NC2CC2)CC1	7	-2	7	1	22	14	3	-28	12	-19	-7
Cc1ccc(-n2[nH]c(C)c(C=NCc3ccncc3)c2=O)cc1	10	-51	16	-2	-17	-22	-36	-10	-24	-31	10
Cc1cc(=O)oc2cc(N3C(=O)CC(Cc4ccccc4)C3=O)ccc12 (stereo not drawn)	-4	2	-4	20	11	9	4	-4	-7	6	-8
Cc1ccccc1-c1cc(C(=O)N2CCCC2)c2ccccc2n1	0	-14	-1	6	-8	6	-9	7	3	-10	-7
O=C(Nc1ccc(S(=O)(=O)N2CCCC2)cc1)c1cccnc1	-7	13	-5	x	-6	-14	-14	0	-15	2	-11
Cc1cc(C)n(C(=O)CNC(=O)c2ccco2)n1	9	-11	-8	1	-14	-13	2	-4	0	-11	-10

Entries listed so far that have an NH in an aromatic ring:
SMILES	TLR9-MyD88 inh	SRC2 inh	NOD2-RIPK2 inh	Vif inh	NR2F2 inh	SRC3 inh	TROY signal inh	EBV LMP1 NFkB	LRH-1 inv ag	SRC1 inh	C8 TRAIL sens
Cc1cccc(Nc2cc(=O)[nH]c(=O)[nH]2)c1	8	4	5	12	-7	-1	5	2	4	-2	-8
Cc1ccc2cc(CNC(C)C)c(=O)[nH]c2c1	3	-1	-4	-4	-10	-3	-11	-1	21	-8	8
COCCN(C(=O)COC(=O)CCc1nc2ccccc2s1)c1c(N)n(Cc2ccccc2)c(=O)[nH]c1=O	1	-44	7	18	11	-21	-6	-4	-23	-15	-19
COc1cccc(CNC(=O)Cc2ccc(-n3c(=O)[nH]c4ccccc4c3=O)cc2)c1	-11	-37	-3	-5	12	9	12	-1	16	-12	1
S=C(NCc1ccco1)Nc1cc(-c2ccccc2)[nH]n1	-1	-19	4	-4	-4	-24	-4	-1	-39	-9	-1
Cc1ccc(-n2[nH]c(C)c(C=NCc3ccncc3)c2=O)cc1	10	-51	16	-2	-17	-22	-36	-10	-24	-31	10

The results go on:
SMILES	TLR9-MyD88 inh	SRC2 inh	NOD2-RIPK2 inh	Vif inh	NR2F2 inh	SRC3 inh	TROY signal inh	EBV LMP1 NFkB	LRH-1 inv ag	SRC1 inh	C8 TRAIL sens
O=C(c1cn(-c2ccccc2)nc1-c1ccccc1)n1nnc2ccccc21	-1	-8	-9	25	6	8	1	-3	2	-19	7
COC(=O)c1ccccc1N=Nc1c(C)noc1C	0	-21	-3	3	5	3	-9	1	3	10	7
CN(NC1OC(=O)c2ccccc21)c1ccc(C(F)(F)F)cc1[N+](=O)[O-] (stereo not drawn)	x	3	-6	7	7	7	-20	x	15	12	-10
CC(NC(=O)c1ccc(S(=O)(=O)C(F)F)cc1)c1ccccc1 (stereo not drawn)	2	2	4	-6	-10	18	5	0	11	8	-2
CCN1C[C@@H]2[C@@H]3C(=O)N(Cc4ccccc4)C(=O)[C@@H]3[C@](C)(C1=O)N2C(=O)c1ccc(C(F)(F)F)cc1	-3	0	-14	5	-8	14	1	-7	14	-19	-15
O=C(CSc1nc2ccccc2[nH]1)NCCCn1ccnc1	8	-16	-3	-10	-11	11	-2	-1	18	-2	-6
CCN(Cc1ccccc1)C(c1cc2ccc(C)cc2[nH]c1=O)c1nnnn1CCOC (stereo not drawn)	1	22	-6	-14	-2	-5	-6	-3	8	-7	3
O=C(O)/C=C/c1cccc(OCc2ccccc2)c1	-5	11	-3	4	17	-6	0	-6	-16	-11	3
COc1cccc(NC(=O)C2(C)CCN2Cc2ccc(OC)c3ccccc23)c1 (stereo not drawn)	x	3	-8	-12	-6	-2	-13	x	-12	5	18
O=C(CSc1nc(-c2cccs2)cc(C(F)(F)F)n1)Nc1cc(OCC(F)(F)C(F)F)cc([N+](=O)[O-])c1	-1	-7	-2	-2	-2	13	22	21	-32	76*	1
O=C(NCC(=O)N1CCN(S(=O)(=O)c2ccccc2F)CC1)c1ccc(Br)o1	2	15	7	-3	-15	11	9	1	4	15	3
